Assay outcomes deposited in PubChem BioAssay by NCI.
Growth percent in the NCI-60 one-dose screen (48 h, 10 µM unless noted): 100 = growth as untreated, 0 = no growth, -100 = all killed.
SK-OV-3 – SK-OV-3 ovarian cancer cells. 80,000 tested, 3.2% active
OVCAR-4 – OVCAR-4 ovarian cancer cells; 80,000 tested, 3.7% active; AID 1794784
IGROV1 – IGROV1 ovarian cancer. 79,000 tested, 4.7% active
UO-31 – UO-31 renal cancer | 81,000 tested, 5.2% active
786-0 – 786-0 renal cancer cells | 81,000 tested, 5.1% active
SN12C – SN12C renal cancer cells; 81,000 tested, 3.8% active
OVCAR-5 – OVCAR-5 ovarian cancer; AID 1794783; 82,000 tested, 2.9% active
TK-10 – TK-10 renal cancer cells | AID 1794769 | 81,000 tested, 3.9% active
* = called active by the depositor; . = no result given; & = joins results of further samples; [ ] = another dose, or the depositor's remark. Rule for the calls: active = growth percent below 10; inactive = the rest.

SMILES	SK-OV-3	OVCAR-4	IGROV1	UO-31	786-0	SN12C	OVCAR-5	TK-10
CC(C)(C)n1cc(-c2ccnc(NCCCNS(=O)(=O)c3ccccc3)n2)c(-c2ccc(F)c(O)c2)n1	111.7	102.3	112.5	98.8	104.8	94.1	109.1	142.0
C/C(=N/N=C(N)N)c1ccc(Cl)cc1	89.5	92.9	14.6	78.2	89.6	90.8	87.8	55.3
Nc1cc(Cl)c(S(N)(=O)=O)cc1S(N)(=O)=O	116.7	96.6	.	101.8	100.4	109.5	101.8	97.5
COc1cc2cc(NCc3ccccc3Cl)nc(C)c2cc1OC	62.5	69.5	43.6	50.6	42.0	55.1	50.3	54.3
Cc1ccc(S(=O)(=O)Nc2ccc(Cl)cc2C(=O)NO)cc1	100.0	101.0	109.1	80.3	100.0	101.6	99.4	105.4
C[C@H](C(=O)Nc1ccc(S(N)(=O)=O)cc1)S(=O)(=O)c1ccccc1	105.6	105.2	98.9	85.8	101.0	100.7	110.8	95.4
COc1cc(/C(=C(\CC(=O)O)C(=O)O)c2ccc3c(c2)OCO3)cc(OC)c1OC	103.3	109.3	103.3	77.1	103.8	96.2	96.0	93.4
O=C(O)c1cn(C2CC2)c2cc(N3CCN(C(=O)CN4C(=O)S/C(=C\c5ccc([N+](=O)[O-])cc5)C4=O)CC3)c(F)cc2c1=O	112.4	84.7	86.1	61.9	97.5	91.7	95.4	73.5
Fc1ccc(/C=N/Nc2ccc3nnc(-c4ccc(Cl)cc4)n3n2)cc1	96.8	99.2	85.7	71.9	72.7	97.8	105.1	97.2
C=C(C)[C@@H]1CC[C@]2(C)[C@H](CCC34OC(=O)[C@@]5(CCC(C)(C)C[C@@H]35)CC[C@]42C)[C@@]1(C)CCC#N	103.4	103.5	102.7	93.3	101.5	97.8	100.0	100.5
CC1CCCN1c1ccnc2cc(Cl)ccc12 (stereo not given)	90.2	90.5	98.1	61.6	102.4	105.3	123.2	111.3
CN1CCCN(C(c2ccccc2)c2ccc(Cl)cc2)CC1 (stereo not given)	110.0	84.2	.	76.3	73.3	101.3	98.8	78.3
O=c1ccn(C2CC(O)C(COC(c3ccccc3)(c3ccccc3)c3ccccc3)O2)c(=O)[nH]1 (stereo not given)	99.8	94.5	99.2	54.6	82.0	95.9	101.0	95.4
Cc1ccccc1C(=O)N(C(C)C)C(C)C	95.9	102.7	100.6	95.3	94.0	94.7	90.0	84.3
Nc1cccc2cc(S(=O)(=O)O)ccc12	108.1	108.6	.	74.3	111.2	100.3	105.3	107.5
COc1ccc(NC(=O)c2sc3nc(C)c(Br)c(C)c3c2N)cc1	89.8	97.0	82.4	68.3	102.7	104.9	107.4	119.9
CCc1ccccc1NC(=O)/C(C#N)=C/c1ccc(OC)cc1	104.5	94.3	114.6	80.5	107.2	94.0	100.4	115.3
CC(C)C(=O)Nc1cccc(C(=O)NC(=S)Nc2ccc(S(N)(=O)=O)cc2)c1	105.5[100 µM]	91.3[100 µM]	100.9[100 µM]	92.1[100 µM]	101.9[100 µM]	105.0[100 µM]	105.5[100 µM]	119.9[100 µM]
CCN(CC)Cn1c2ccccc2c2ccccc21	110.3	102.3	112.6	82.4	99.2	93.2	119.9	98.0
CC(=O)c1c(C)[nH]c2c1c(-c1ccccn1)nc1ccccc12	106.4	90.0	101.8	69.0	98.2	99.7	94.7	99.4
COc1ccc(C(=O)CCN(C)C)cc1	100.7	112.8	84.4	81.4	116.8	101.6	111.7	109.4
C=C(C)[C@@H]1CC[C@]2(CNCCO)CC[C@]3(C)[C@H](CC[C@@H]4[C@@]5(C)CCC(N)[C@@](C)(CO)[C@@H]5CC[C@]43C)[C@@H]12 (stereo not given in full)	75.0	46.2	61.6	66.1	-58.1*	-11.4*	63.8	-47.4*
C#CCOc1ccc(/C=N/Nc2nc(-c3ccc(Br)cc3)cs2)cc1	105.5	90.2	99.1	92.1	97.1	96.6	108.2	120.4
CN1C(=O)C2(Nc3cc(Cl)ccc3S2)c2cc(F)ccc21 (stereo not given)	95.5	79.0	105.4	58.0	103.9	87.6	100.9	130.5
COc1ccc(-c2nnc(-c3ccc4c(c3)nc(-c3ccccc3)n4C3CCCCC3)o2)cc1	84.2	51.0	89.4	40.7	77.5	65.4	95.4	68.9
SMILES	SK-OV-3	OVCAR-4	IGROV1	UO-31	786-0	SN12C	OVCAR-5	TK-10
COc1ccc(Cl)cc1NC(=O)c1cc(C)oc1C	88.9	94.9	85.4	80.2	103.3	97.6	104.0	198.0
C#CCOc1ccc(/C=N/Nc2nc(-c3cc4cc(OC)ccc4oc3=O)cs2)cc1OC	71.0	40.7	81.0	87.7	74.2	42.3	47.0	89.5
Nc1c(C(=O)Nc2cccc3c2OCCO3)sc2nc3c(cc12)CN(Cc1ccccc1)CC3	89.2	74.5	60.7	60.4	87.1	87.2	95.3	96.8
CCOC(=O)Cn1c(-c2ccc(C)cc2)nc2cc3nc4ccccc4nc3cc21	103.0	105.4	114.6	93.8	103.4	98.4	107.2	115.5
COC(=O)c1ccc(C2Nc3ccc(S(=O)(=O)Nc4ccc(C)c(C)c4)cc3C3OCCC23)cc1 (stereo not given)	92.0	82.8	84.4	74.9	93.9	85.3	95.7	90.4
Cc1c(-c2nn(-c3ccccc3)cc2/C=N\O)nnn1-c1ccc(F)cc1	111.1	99.1	91.4	80.0	.	86.5	100.1	114.2
CCOC(=O)C1=CN(C)C=C(C(=O)OCC)C1c1cc(Br)c(OCC)c(OC)c1	86.4	54.9	35.6	16.3	59.9	56.5	63.5	43.0
CCc1ccc(C(Nc2ccc3nc4n(c(=O)c3c2)CCC4)C(=O)O)cc1 (stereo not given)	111.6	108.1	104.6	92.9	103.3	102.0	101.6	110.3
CN(C)[C@@H]1C(=O)C(C(=O)NCc2nc3[nH]cnc(=S)c3[nH]2)=C(O)[C@@]2(O)C(=O)C3=C(O)c4c(O)cccc4[C@@](C)(O)[C@H]3C[C@@H]12	19.9	39.8	12.5	47.4	19.6	87.8	36.3	22.7
COc1cc2c(c(OC)c1OC)C(=O)CC(c1cccc(C(=O)Nc3ccncc3)c1)O2 (stereo not given)	95.0	79.9	98.8	75.3	98.0	86.6	103.1	96.1
O=C(CSc1oc(-c2ccccc2)nc1S(=O)(=O)c1ccccc1)c1ccc(Cl)cc1	93.2	95.7	104.2	82.6	87.6	98.4	113.6	93.8
Cc1ccc(-c2nc3ccc(C(=O)N=Nc4c(O)[nH]c5ccc([N+](=O)[O-])cc45)cc3[nH]2)cc1	78.9	55.2	89.2	81.7	85.2	48.8	101.3	106.8
O=c1[nH]c(O)c(/C=C2\C=c3ccccc3=N\C2=N\c2nccs2)s1	.	85.3	65.2	62.2	97.9	91.4	99.5	134.4
COc1ccc(C2c3[nH]c4ccccc4c3C(c3ccc(OC)c(OC)c3)c3c2[nH]c2ccccc32)cc1OC (stereo not given)	94.3	105.7	89.1	78.5	99.5	88.5	83.9	105.1
COc1cc2nc(-c3ccc(Cl)cc3)cc(OCCN3CCOCC3)c2cc1OC	110.0	102.6	101.6	72.9	93.8	93.5	88.5	96.1
CSC1=NC(N)=NN=C2N1C(=O)C(CC(C)C)N2C(C)=O (stereo not given)	97.9	100.0	89.3	74.7	102.7	99.0	95.7	137.7
CCCCCCc1ccc(/C=C/C(OC)OC)cc1	100.2	97.6	109.2	88.6	103.8	102.1	104.1	100.2
COc1cc(Br)c(CCC(=O)O)cc1OC	103.6	97.6	101.2	81.0	105.6	98.6	101.4	94.9
O=[N+]([O-])c1ccc(C=Nc2cccc(C(F)(F)F)c2)cc1	102.9	92.2	113.9	95.8	103.8	95.8	110.4	115.6
Cc1nc(Cl)c([C@H](O)COS(N)(=O)=O)s1	104.3	107.6	101.5	84.0	100.1	97.9	105.9	88.7
O=C(Cc1ccccc1)NNC(=O)N1c2ccccc2C=Cc2ccccc21	114.4	95.4	101.7	91.2	98.2	98.4	96.5	95.7
CCCCOP(=O)(OCCCC)C(CC(=O)N(CCCC)CCCC)C(=O)N(CCCC)CCCC (stereo not given)	77.9	79.9	62.8	51.3	68.9	69.2	84.5	70.9
COc1ccc(C2C(C#N)=C(N)Oc3c2c(C)nn3C(N)=O)cc1 (stereo not given)	104.9	114.0	100.5	91.5	100.6	90.1	100.5	106.8
c1cc2ccc3cc2cc1CNCCNCCNCc1ccc2ccc(cc2c1)CNCCNCCNC3	130.7	92.1	98.6	91.3	99.5	91.5	105.6	91.5
COc1ccc2c(O)c(/C=C3\N=Nc4nc(C)ccc43)oc2c1CC1CCNCC1	80.8	74.2	60.8	70.6	54.1	60.3	65.0	79.1

Exported as a markdown table: entries from further up
| SMILES | SK-OV-3 | OVCAR-4 | IGROV1 | UO-31 | 786-0 | SN12C | OVCAR-5 | TK-10 |
| --- | --- | --- | --- | --- | --- | --- | --- | --- |
| COc1cc(Br)c(CCC(=O)O)cc1OC | 103.6 | 97.6 | 101.2 | 81.0 | 105.6 | 98.6 | 101.4 | 94.9 |
| O=[N+]([O-])c1ccc(C=Nc2cccc(C(F)(F)F)c2)cc1 | 102.9 | 92.2 | 113.9 | 95.8 | 103.8 | 95.8 | 110.4 | 115.6 |

The main list resumes; the 5 compounds before the break are reprinted first.
SMILES	SK-OV-3	OVCAR-4	IGROV1	UO-31	786-0	SN12C	OVCAR-5	TK-10
O=C(Cc1ccccc1)NNC(=O)N1c2ccccc2C=Cc2ccccc21	114.4	95.4	101.7	91.2	98.2	98.4	96.5	95.7
CCCCOP(=O)(OCCCC)C(CC(=O)N(CCCC)CCCC)C(=O)N(CCCC)CCCC (stereo not given)	77.9	79.9	62.8	51.3	68.9	69.2	84.5	70.9
COc1ccc(C2C(C#N)=C(N)Oc3c2c(C)nn3C(N)=O)cc1 (stereo not given)	104.9	114.0	100.5	91.5	100.6	90.1	100.5	106.8
c1cc2ccc3cc2cc1CNCCNCCNCc1ccc2ccc(cc2c1)CNCCNCCNC3	130.7	92.1	98.6	91.3	99.5	91.5	105.6	91.5
COc1ccc2c(O)c(/C=C3\N=Nc4nc(C)ccc43)oc2c1CC1CCNCC1	80.8	74.2	60.8	70.6	54.1	60.3	65.0	79.1
CCC(C)[C@@H]1NC(=O)[C@@H](C(C)CC)NC(=O)CC(=O)[C@H](C)[C@H](/C=C(\C)CC(C)C/C(C)=C/c2cnco2)OC1=O (stereo not given in full)	99.3	101.2	99.6	80.3	92.3	93.5	113.7	104.3
COc1cc(/C=N\NC(=O)c2ccc3nc(-c4ccc([N+](=O)[O-])cc4)[nH]c3c2)cc(OC)c1OC	100.3	99.1	105.8	90.4	95.8	101.2	91.7	90.3
CN(C)c1ccc(C(=O)n2cc(-c3ccccc3)c(N)n2)cc1	107.0	78.4	102.8	94.6	92.7	91.5	97.6	92.3
CN(C(=O)c1ccc(C(F)(F)F)cc1)c1sc2c(c1C#N)CCC(=O)C2	122.5	47.0	93.9	62.9	112.5	95.5	112.3	111.5
COC(=O)C1=CC=C[C@@H]2[C@@]3(C)CC(c4ccoc4)OC(=O)[C@@H]3CC[C@@]12C (stereo not given in full)	.	105.1	110.1	87.9	113.8	103.8	98.5	113.7
O=C(CSc1nnc2n1N=C(c1ccc(Cl)cc1)CS2)c1ccc(F)cc1	94.1	73.1	57.5	48.1	85.5	91.6	87.6	75.8
O=C(Oc1ccccc1)c1ccccc1C(=O)Oc1ccccc1	112.3	117.1	117.7	98.1	107.0	99.9	105.0	103.0
O=S(=O)(c1cc(Cl)ccc1O)c1cc(Cl)ccc1O	78.4	85.3	83.5	71.8	86.7	80.4	115.9	87.5
CC(C)(C)OC(=O)N1C=C/C(=C/Cn2cc(-c3ccccc3)nn2)CC1	.	23.4&22.9	84.3&81.1	58.9&54.2	83.6&81.8	76.6&73.4	102.7&109.2	103.4&102.8
NS(=O)(=O)c1ccc(Nc2nc(N/N=C/CCc3ccccc3)nc(Nc3ccccc3)n2)cc1	104.4	104.0	106.1	84.0	93.6	105.2	102.8	105.0
COc1cc2cc(c1Cl)N(C)C(=O)C[C@H](OC(=O)[C@H](C)N(C)C(=O)CCS)C[C@]1(C)O[C@H]1[C@H](C)[C@@H]1C[C@@](O)(NC(=O)O1)[C@H](OC)/C=C/C=C(\C)C2	18.7	28.8	18.5	47.4	13.8	28.2	44.0	62.4
COc1cc(C(=O)/C(C)=C/c2c[nH]c3ccccc23)cc(OC)c1OC	29.9	50.1	18.8	48.8	11.0	26.3	53.3	62.3
N#C/C(=C\c1ccc(-c2ccccc2)cc1)c1ccccc1	96.1	88.4	87.5	71.0	98.8	92.4	72.7	97.1
CN(C(=O)c1ccccc1)c1ccccc1	84.5	98.0	104.6	86.2	102.2	106.9	115.3	97.0
O=C1C(Br)CCCCCCCCCC1Br (stereo not given)	.	.	112.6	81.7	.	103.1	99.7	110.7
CCCCn1c(O)c(N=Nc2nc(-c3cc4ccccc4oc3=O)cs2)c2cc(Br)ccc21	124.3	110.8	114.1	85.0	105.6	101.0	96.2	114.8
COc1ccc(/C=C2/SC(=O)NC2=O)cc1OCc1cn(-c2ccc(S(=O)(=O)Nc3nccs3)cc2)nn1	100.6	109.4	100.0	80.6	94.9	100.4	104.1	112.0
COc1ccc(NCc2ccc(CO)n2-c2ccc(C)cc2)cc1	90.5	106.2	101.4	74.8	104.7	98.7	102.9	95.8
N#Cc1nc(-c2ccccc2)oc1N1CC[C@H](CO)C1	105.5	106.8	95.3	82.6	100.0	101.8	92.5	96.5
COc1ccc(/C=N/Nc2ccnc3c(OC)cccc23)c2cccnc12	106.7	107.7	97.2	95.7	75.2	98.2	113.3	107.9
CCN(CC)c1ccc(-c2nc3ccccc3s2)cc1	101.4	82.9	54.4	60.8	97.2	85.2	109.3	89.1
OB(O)c1ccc(B(O)O)cc1	113.2	110.6	142.7	112.5	99.3	110.2	113.1	106.4
